N370S GC mod: qHTS Assay for Inhibitors and Activators of N370S glucocerebrosidase as a Potential Chaperone Treatment of Gaucher Disease | Potency, µM (doses to about 59.4 µM), for inactives: top-dose activity change, negative = inhibition, hits mostly inhibitors | hit rate 0.092% among 330,000 | Lysosomal acid glucosylceramidase (Homo sapiens), P04062 | N370S GC spleen homogenate, 4MU-glucoside fluorescence | AID 2101, 2009;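 note: 0% = full enzyme activity and -100% = no enzyme basal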
TDP1 block: qHTS Assay for Inhibitors of Tyrosyl-DNA Phosphodiesterase (TDP1). Tyrosyl-DNA phosphodiesterase 1 (Homo sapiens), Q9NUW8. recombinant TDP1, AlphaScreen DNA substrate cleavage. Potency, µM (top dose mostly 130 µM), for inactives: at the highest dose activity change, negative = inhibition, actives largely listed as inhibitors. hit rate 0.28% among 350,000. AID 485290, 2010; note: nearly all actives have a fitted effect of over 40% in size
Target sequence (Q9NUW8 whole entry, looked up): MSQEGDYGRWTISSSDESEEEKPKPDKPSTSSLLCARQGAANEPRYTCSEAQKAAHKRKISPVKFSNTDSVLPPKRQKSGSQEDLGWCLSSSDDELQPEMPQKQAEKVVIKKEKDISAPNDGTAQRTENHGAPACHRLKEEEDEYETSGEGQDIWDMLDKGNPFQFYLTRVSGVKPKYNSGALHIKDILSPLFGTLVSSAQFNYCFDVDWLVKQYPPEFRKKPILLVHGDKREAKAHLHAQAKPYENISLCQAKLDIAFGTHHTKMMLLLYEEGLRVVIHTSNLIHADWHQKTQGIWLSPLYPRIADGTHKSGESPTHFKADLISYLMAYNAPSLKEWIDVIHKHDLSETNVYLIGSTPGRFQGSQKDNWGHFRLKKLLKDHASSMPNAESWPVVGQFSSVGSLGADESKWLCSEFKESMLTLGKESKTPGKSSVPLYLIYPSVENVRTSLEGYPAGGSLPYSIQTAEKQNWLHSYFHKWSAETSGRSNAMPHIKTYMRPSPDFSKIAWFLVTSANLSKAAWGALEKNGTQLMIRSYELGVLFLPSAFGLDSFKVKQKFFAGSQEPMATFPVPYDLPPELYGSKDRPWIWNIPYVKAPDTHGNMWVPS
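Recombinant human Tdp1 (E. coli-expressed, 1 nM final) preincubated with compounds 15 min at room temperature, then 5'-biotin/3'-phosphotyrosine-FITC DNA substrate (15 nM final) added for 5 min. AlphaScreen beads (10 ug/ml final) added 10 min; cleavage lowers signal.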
DT40 TDP1 no CPT: qHTS for Inhibitors of human tyrosyl-DNA phosphodiesterase 1 (TDP1): qHTS in cells in absence of CPT | DT40 Tdp1-/- hTDP1 cells, no CPT, ATP luminescence, 48 h | Potency, µM (series often up to 46.2 µM), without a hit: top-dose activity change, negative = growth inhibition, actives largely listed as inhibitors | hit rate 15% among 420,000; note: nearly all actives have a fitted effect of over 55% in size
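Compound effects on proliferation are scored in DT40 Tdp1-/-;hTDP1 cells in the absence of CPT. ATP levels (CellTiter-Glo luminescence) are recorded after a ≥48 hr, 37 °C incubation.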
Starred values were filed as active, the others as inactive; u = inconclusive; x = not tested or not shown; & = joins results of further samples; [ ] = dose if it differs, or a comment. Calls come from the whole dose curve; as a rule, active = well fitted curve in the direction sought with a large enough effect; inconclusive = small, poorly fitted or top-dose-only effect, or another doubt; inactive = no such curve, though single readings can be large; an effect the other way counts as inactive or inconclusive. Unless noted, % is set by controls: 0 for no effect and ±100 for the full control effect; potency is the fitted concentration of half-maximal effect.

SMILES	N370S GC mod	TDP1 block	DT40 TDP1 no CPT
CS(=O)(=O)N1CCN(c2ccccc2NC(=O)c2ccc(Br)o2)CC1	0%	4%	-20%
Oc1ccc2ccccc2c1CN1CCN(c2ccccc2)CC1	-9%	5%	-20%
CCOC(=O)[C@@H]1[C@H]2COc3cc(OC)ccc3[C@@H]2N2C(=O)N(c3ccc(Br)cc3)C(=O)[C@@]12C	-3%	x	u
Cc1ccc(CCNC(=O)C2CCCN(C(=O)N(C)C)C2)cc1 (stereo not drawn)	6%	2%	-9%
CC(=O)OCC(NC(=O)C(Cc1ccccc1)NC(=O)OC(C)(C)C)C1OC(n2cc(F)c(=O)[nH]c2=O)C(OC(C)=O)C1OC(C)=O (stereo not drawn)	-1%	3%	x
COC(=O)C(C)(C)ONC(=O)Nc1ccccc1Cl	2%	0%	-7%
CCS(=O)(=O)N1CC(=O)N(c2cc(Cl)ccc2C)C(C)(C(=O)NC2CCCCCC2)C1 (stereo not drawn)	x	6%	-27%
C=CCN(CC=C)C(=O)Cc1ccc(F)cc1	-1%	7%	-18%
COc1ccc(S(=O)(=O)c2c(O)c3ccc(C(=O)Nc4ccccc4)cc3[nH]c2=O)cc1	-3%	1%&5%	13%&-6%
COc1ccccc1CNC(=O)CC1N=C2c3ccccc3N=C(SCC(=O)Nc3ccc(F)cc3)N2C1=O (stereo not drawn)	x	-6%	u
COC(=O)CCSCC(=O)N1N=C(c2ccc(Br)cc2)CC1c1cccc(OC)c1OC (stereo not drawn)	7%	0%	u
Cc1cc(Br)ccc1OCC(=O)NC1CCCC1	0%	3%[56.1 µM]	u
CC(=O)C12CCCCC1CC1C3CC(C)C4(O)CC(=O)CCC4(C)C3CCC12C (stereo not drawn)	-1%	x	u
NC(=O)C1=C[C@H](c2ccc3c(c2)OCO3)C[C@H](OCc2ccc(CO)cc2)O1	6%	8%	u
Cc1cc(C)c2c(c1)/C(=N/Nc1ccc(S(N)(=O)=O)cc1[N+](=O)[O-])CCC2	4%	-1%	u
O=C(Nc1ccc(Cl)cc1)OCc1cncs1	26%	-9%	u
COc1ccc(CCN(Cc2cccs2)S(=O)(=O)c2ccc(S(=O)(=O)N(C)C3CCCCC3)cc2)cc1OC	-16%	-3%	u
CC(=O)Nc1ccc(NC(=O)c2cc(=O)c3ccc(C)cc3o2)cc1	1%	x	u
O=C(NCCCc1ccccc1)c1ccc(CS(=O)Cc2ccccc2Cl)o1 (stereo not drawn)	-2%	2%	u
CCOC(=O)c1cc(=O)c2c([N+](=O)[O-])ccc(OC)c2o1	-5%	5%	1%
Cc1ccc(S(=O)(=O)c2nc(-c3ccc(F)cc3)oc2SCC(=O)NC2CCCCC2)cc1	x	9%	u
CCOC(=O)/C=C/[C@H]1CC2(CCO1)SCCCS2	x	-2%	-8%
O=C(N/N=C/c1ccc(OC(F)F)cc1)C1=COCCO1	4%	1%	-21%
COc1ccc(OC)c(CCNC(=O)c2cnn(-c3ccccc3)c2C2CCN(C(=O)OC(C)(C)C)CC2)c1	x	5%	23µM*
CCCc1cc(=O)[nH]c(SCC(=O)c2cc(C)n(CCOC)c2C)n1	6%	4%	-20%
COc1cc(/C=C/c2noc(-c3ccccc3O)n2)cc(OC)c1OC	3%	-1%	u
O=C(Cc1ccccc1)Nc1ccc(S(=O)(=O)N2CCOCC2)cc1	-6%	x	1%
CCCN(CCC)CCNC(=O)C1CCCN(S(=O)(=O)c2cccc3nsnc23)C1 (stereo not drawn)	x	-2%	-11%
CC1CCCCN1S(=O)(=O)c1cnc(Cl)c(Br)c1 (stereo not drawn)	10%	0%	u
O=C(Cn1c(=O)n(Cc2ccco2)c(=O)c2oc3ccccc3c21)Nc1ccc(F)c(Cl)c1	x	0%	u
O=c1c(Br)c(NCc2ccccc2)cnn1-c1ccc(F)cc1	4%	-3%	-8%
CC(NC(=O)c1ccc([N+](=O)[O-])o1)C1CC2CCC1C2 (stereo not drawn)	x	-5%	u
CCOC(=O)/C=C1\CN(CCC(C)C)S(=O)(=O)c2ccccc21	-6%	x	u
Cc1ccc(SCCNC(=O)c2ccccc2C)cc1	5%	2%	u
C=CCn1cnc2c(nnn2-c2ccc(C)c(C)c2)c1=O	6%	-2%	-7%
COc1ccc(NS(=O)(=O)c2ccc3c(c2)CCN3C(=O)CCC(=O)O)cc1OC	-6%	x	20%
O=C(Nc1ccncc1)c1ccc2ncsc2c1	0%	x	u
CN(CC(=O)Nc1ccc(N2CCOCC2)cc1)CC(=O)Nc1ccc(N2CCOCC2)cc1	-4%	x	-14%
O=S(NC1CCCCC1)C12CC3CC(CC(C3)C1)C2 (stereo not drawn)	14%	7%	-16%
Cc1ccc(C)c(CN2C(=O)c3ccccc3S(=O)(=O)c3ccc(C(=O)OCC4CCCO4)cc32)c1 (stereo not drawn)	x	8%	u

Part of the list above, bar-delimited:
compound | N370S GC mod | TDP1 block | DT40 TDP1 no CPT
COc1ccc(CCN(Cc2cccs2)S(=O)(=O)c2ccc(S(=O)(=O)N(C)C3CCCCC3)cc2)cc1OC | -16% | -3% | u
CC(=O)Nc1ccc(NC(=O)c2cc(=O)c3ccc(C)cc3o2)cc1 | 1% | x | u
O=C(NCCCc1ccccc1)c1ccc(CS(=O)Cc2ccccc2Cl)o1 (stereo not drawn) | -2% | 2% | u
CCOC(=O)c1cc(=O)c2c([N+](=O)[O-])ccc(OC)c2o1 | -5% | 5% | 1%
Cc1ccc(S(=O)(=O)c2nc(-c3ccc(F)cc3)oc2SCC(=O)NC2CCCCC2)cc1 | x | 9% | u
CCOC(=O)/C=C/[C@H]1CC2(CCO1)SCCCS2 | x | -2% | -8%
O=C(N/N=C/c1ccc(OC(F)F)cc1)C1=COCCO1 | 4% | 1% | -21%
COc1ccc(OC)c(CCNC(=O)c2cnn(-c3ccccc3)c2C2CCN(C(=O)OC(C)(C)C)CC2)c1 | x | 5% | 23µM*
CCCc1cc(=O)[nH]c(SCC(=O)c2cc(C)n(CCOC)c2C)n1 | 6% | 4% | -20%
COc1cc(/C=C/c2noc(-c3ccccc3O)n2)cc(OC)c1OC | 3% | -1% | u
O=C(Cc1ccccc1)Nc1ccc(S(=O)(=O)N2CCOCC2)cc1 | -6% | x | 1%
CCCN(CCC)CCNC(=O)C1CCCN(S(=O)(=O)c2cccc3nsnc23)C1 (stereo not drawn) | x | -2% | -11%
CC1CCCCN1S(=O)(=O)c1cnc(Cl)c(Br)c1 (stereo not drawn) | 10% | 0% | u
O=C(Cn1c(=O)n(Cc2ccco2)c(=O)c2oc3ccccc3c21)Nc1ccc(F)c(Cl)c1 | x | 0% | u
O=c1c(Br)c(NCc2ccccc2)cnn1-c1ccc(F)cc1 | 4% | -3% | -8%
CC(NC(=O)c1ccc([N+](=O)[O-])o1)C1CC2CCC1C2 (stereo not drawn) | x | -5% | u
CCOC(=O)/C=C1\CN(CCC(C)C)S(=O)(=O)c2ccccc21 | -6% | x | u
Cc1ccc(SCCNC(=O)c2ccccc2C)cc1 | 5% | 2% | u
C=CCn1cnc2c(nnn2-c2ccc(C)c(C)c2)c1=O | 6% | -2% | -7%
COc1ccc(NS(=O)(=O)c2ccc3c(c2)CCN3C(=O)CCC(=O)O)cc1OC | -6% | x | 20%
O=C(Nc1ccncc1)c1ccc2ncsc2c1 | 0% | x | u

Next section.
SMILES	N370S GC mod	TDP1 block	DT40 TDP1 no CPT
O=C1CCSc2ccc(Cl)cc2N1Cc1cccc(Cl)c1	3%	-1%	21µM*
Cc1cccc(C(=O)NCN2CCN(c3ccccc3C#N)CC2)c1	-2%&1%&-2%	8%[56.1 µM]	1%&-1%&-10%
O=C(NCCc1ccc(Cl)cc1)C1CCC(=O)N1Cc1ccc(F)cc1 (stereo not drawn)	-4%	0%	-16%
Cc1ccc(N2CC(NC(=O)c3cc4ccccc4o3)CC2=O)cc1 (stereo not drawn)	x	5%	u
CC[C@]12c3[nH]c4cc(CCC(=O)N(C)C)ccc4c3CCN1C(=O)[C@@H](CC(=O)NCCCOC)C[C@@H]2C(=O)N1CCN(C(=O)c2ccco2)CC1	x	0%[56.1 µM]	-1%
C=CC[C@@H](CC(=O)N(CCO)Cc1ccccc1)C(=O)N[C@H](COC(=O)[C@@H](CC=C)CC(=O)OC(C)(C)C)Cc1c[nH]c2ccccc12	x	3%	23µM*
COc1ccc(Cl)cc1NC(=O)Cn1c(=O)n(Cc2ccco2)c(=O)c2ccc(C(=O)NC3CCCC3)cc21	x	2%	-11%
Cc1ccc2c(=O)cc(C(=O)Nc3nnc(C)s3)oc2c1	x	-10%	-19%
Nc1nonc1-n1nnc(C(=O)N/N=C/c2ccccc2)c1CSc1ccc(Cl)cc1	13%	2%	u
Cc1ccc(-n2c(-c3c(-c4ccccc4)noc3C)n[nH]c2=S)cc1	1%	5%	-12%
O=C(COC(=O)c1cc(=O)[nH]c(=O)[nH]1)NCc1ccccc1	-1%	0%	7%
O=C(Nc1ccccc1F)c1ccc(CN2CCN(c3ccccc3)CC2)cc1	-4%	7%	u
C#CCOc1nc(C)cc(C)c1S(=O)(=O)c1ccccc1C	22%	0%	-2%
CC(=O)c1cccc(NC(=O)c2cc3sc(Cl)cc3n2C)c1	x	8%	u
CS(=O)(=O)N1CCN(C(=O)c2cc(-c3ccncc3)nc3ccc(Cl)cc23)CC1	2%	1%	u
COc1ccc(CCC(N)=O)cc1OC	4%	2%	-18%
c1cc(-c2nn[nH]n2)ccc1CN1CCCCC1	2%	-5%	-15%
Cc1cc(C(=O)CC#N)c(C)n1-c1c(C)n(C)n(-c2ccccc2)c1=O	-5%	-4%	8%
COc1cc(COc2ccc3c(C)c(CCC(=O)O)c(=O)oc3c2)cc(OC)c1OC	-1%	x	u
CCOC(=O)c1ccc(NC(=S)Nc2ccc3[nH]c(=O)[nH]c3c2)cc1	-5%	5%	-2%
O=C(NC1CC(=O)N(c2ccccc2)C1)C1CCCCC1 (stereo not drawn)	x	0%	-16%
O=C1c2ccccc2C(Nc2cccnc2)N1Cc1ccccc1Cl (stereo not drawn)	-17%	4%	21µM*
CC1(C)C2CCC(C2)C1(C)NC(=O)CN1CCCC1 (stereo not drawn)	-2%	x	-5%
Cc1ccc(CN(C)C(=O)c2cc(S(=O)(=O)N3CCOCC3)ccc2F)o1	x	0%	u
COc1cccc(C(c2c(NC(=O)c3ccccc3)sc(C)c2C)N2CCN(C)CC2)c1 (stereo not drawn)	16µM*	11%	u
C=CCC[C@H](Cc1ccc(F)cc1)C(=O)OC[C@H](Cc1c[nH]c2ccccc12)NC(=O)[C@H](CC=C)CC(=O)NCCO	x	5%	18µM*
CC(=O)Oc1ccc(Cn2cnc3cc4ccccc4cc32)cc1	28%	-1%	-20%
Cc1nnc(N(C)C(=O)c2ccc3c(c2)OCO3)s1	-16%	2%	0%
O=C(O)c1c(Cl)c(Cl)c(Cl)c(Cl)c1-c1c2cc(I)c(=O)c(I)c-2oc2c(I)c(O)c(I)cc12	-10%&-22%	29%&20%	15µM*
Cc1ccc(S(=O)(=O)N2CCCCC2)cc1NC(=O)CN1C(=O)c2ccccc2S1(=O)=O	x	-7%	14%
COc1ccc(C2Nc3ccccc3C(=O)N2NC(C)=O)c(OC)c1 (stereo not drawn)	1%	x	-7%
Cc1cc(=O)oc(C)c1C(=O)N1CCN(c2ccc(F)cc2)CC1	-10%	3%	-13%
O=C1NCCCC1C(=O)N/N=C/c1ccc([N+](=O)[O-])cc1 (stereo not drawn)	-11%	x	1%
COc1ccc(Cl)cc1C(=O)Nc1cccc2ncccc12	-1%	x	-14%
COc1ccc(S(=O)(=O)N2CCOCC2)c(Cl)c1Cl	6%	8%	-11%
C/C(=N\NC(=O)C(=O)Nc1cccc(Cl)c1C)c1ccncc1	-7%	3%	15µM*

These rows are one share of the data. The share of hits here may be higher or lower than overall.
